Sm TGR block – inhibitors of Schistosoma mansoni thioredoxin glutathione reductase. purified TGR, DTNB reduction, TNB absorbance 405 nm. Potency, µM (highest dose often 114 µM), without a hit: top-dose activity change, negative = inhibition, usual class: inhibitors. AID 485364. 3% of 360,000 active; further: potency means the concentration at half of the fitted maximal effect; on the % scale 0 is the no-effect control and ±100 the full control effect; nearly all actives have a fitted effect of over 60% in size
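First, TGR (20 nM dispensed) and NADPH were mixed with compound. Second, a 15 min room-temperature incubation followed. Third, further NADPH and then DTNB were added to start the reaction. Finally, TNB absorbance was monitored kinetically.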
FBPA Giardia inh – inhibitors of Giardia lamblia fructose-1,6-bisphosphate aldolase; Potency, µM (titrated, usually from 59.6 µM), for the others: at the highest dose activity, negative = inhibition, hits mostly inhibitors; AID 2451; 0.71% of 290,000 active; purified Giardia FBPA; A8B2U2; further: potency means the concentration at half of the fitted maximal effect; on the % scale 0 is the no-effect control and ±100 the full control effect; nearly all actives have a fitted effect of over 55% in size
Target sequence (A8B2U2 whole entry, looked up): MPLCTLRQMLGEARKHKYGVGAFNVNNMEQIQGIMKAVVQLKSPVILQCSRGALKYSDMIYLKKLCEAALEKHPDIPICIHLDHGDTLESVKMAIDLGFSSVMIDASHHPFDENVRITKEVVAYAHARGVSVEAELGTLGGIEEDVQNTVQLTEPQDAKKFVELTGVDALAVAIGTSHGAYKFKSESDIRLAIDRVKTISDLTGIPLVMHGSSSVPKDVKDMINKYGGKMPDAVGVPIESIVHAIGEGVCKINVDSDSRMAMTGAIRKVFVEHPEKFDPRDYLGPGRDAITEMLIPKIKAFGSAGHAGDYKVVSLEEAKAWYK
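40 nM FBPA preincubated 10 min at RT with compound (up to 57.5 uM final), then substrate plus GAPDH/TPI/NAD/arsenate coupling and diaphorase/resazurin added. Fluorescence read after 20 min at RT, 525/598 nm.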
Pf growth 48h – inhibits P. falciparum growth in the first generation, 48 h. P. falciparum luciferase growth in erythrocytes, 48 h. Potency, µM (highest dose often 28.7 µM), without a hit: top-dose activity change, negative = inhibition, hits mostly inhibitors. 5.9% of 310,000 active; further: potency means the concentration at half of the fitted maximal effect; on the % scale 0 is the no-effect control and ±100 the full control effect
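In quantitative HTS format, infected erythrocytes bearing luciferase-reporter parasites were treated for a single generation at 37 C. Luminescence after adding detection reagent served as the growth measure.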
Cycloheximide cs – affects cycloheximide protein synthesis inhibition readout, counter-screen; cell reporter, cycloheximide protein synthesis inhibition counterscreen; max response, %; 12% of 300,000 active; AID 2314; in the data active means max response mostly above about 13%, no sharp cut-off; inactive means mostly below about 14%; further: read at 38.3 µM for the half of the compounds with a filed dose; 0% is about no effect
Shiga toxin inh – Shiga toxin inhibition. Vero cells, Shiga toxin protein synthesis inhibition reporter. inhibition, % at 38.7 µM. 9.2% of 290,000 active; in the data active means inhibition mostly above about 28%, no sharp cut-off; inactive means mostly below about 43%; further: 0% is about no effect
Pf growth 96h – P. falciparum growth inhibition at 96 hour, primary screen for plastid delayed-death inhibitors; AID 504834; Potency, µM (doses to about 28.7 µM), inactives show top-dose activity change, negative = inhibition, usual class: inhibitors; 6.9% of 320,000 active; P. falciparum luciferase reporter growth, 96 h; further: potency means the concentration at half of the fitted maximal effect; on the % scale 0 is the no-effect control and ±100 the full control effect
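Delayed-death screen, second-generation endpoint: infected erythrocytes, 2% hematocrit, 0.05% parasitemia final; 96 hours at 37 C, 5% CO2; luciferase detection reagent; luminescence decrease equals reduced growth.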
* hit, by the source's call; ? = inconclusive; nt = not tested or not shown; + = active, no number; [ ] = remark or other dose. Unless noted, the call rests on the fitted dose curve; in most records, active means well fitted curve in the direction sought with a large enough effect; inconclusive means small, poorly fitted or top-dose-only effect, or another doubt; inactive means no such curve, though single readings can be large; an effect the other way counts as inactive or inconclusive.

SMILES	Sm TGR block	FBPA Giardia inh	Pf growth 48h	Cycloheximide cs	Shiga toxin inh	Pf growth 96h
CC[C@H](C)[C@H](NC(=O)[C@H](CCC(=O)O)NC(=O)CNC(=O)[C@H](CCCCN)NC(=O)[C@H](CCC(=O)O)NC(=O)[C@H](CCSC)NC(=O)[C@H](CCSC)NC(=O)[C@H](CCSC)NC(=O)[C@H](CCC(=O)O)NC(=O)CNC(=O)[C@H](CO)NC(=O)[C@H](CO)NC(=O)[C@H](CO)NC(=O)[C@@H](N)CC(N)=O)C(=O)N[C@@H](CCCCN)C(=O)O	nt	3%	nt	1	-6	nt
O=C(COC(=O)CSc1ccccc1)NNC(=O)c1ccc([N+](=O)[O-])cc1	-17%	nt	7%	-3	-24	?
O=C(/C=C/c1cccc([N+](=O)[O-])c1)N1CCN(C(=O)c2ccco2)CC1	-24%	3%	26%	-5	-3	-24%
Cc1sc2ncnc(N(C)C3CCCCC3)c2c1C	-6%	9%	14%	11	45*	0%
CC1CCCC(NC(=O)COC(=O)c2cccnc2Cl)C1C (configuration not stated)	-16%	nt	-24%	nt	nt	-22%
COc1ccc(NC(=O)Cc2c(F)cccc2Cl)c(OC)c1	-17%	-20%	10%	-3	12	-15%
CCc1ccccc1NC(=O)CN(c1ccc(OC)cc1OC)S(=O)(=O)c1ccccc1[N+](=O)[O-]	-1%	-4%	?	11	-18	?
CC(=O)c1c(C)[nH]c(C(=O)C(C)Sc2nnc(NC3CC3)s2)c1C (configuration not stated)	-22%	nt	13µM*	nt	nt	9.3µM*
Cn1c(Cn2nnc3ccccc32)nnc1SCC(N)=O	4%	-1%	31%[activator]	-6	-12	-21%
O=C(Cn1nnc(-c2ccccc2)n1)Nc1cccc(S(=O)(=O)N2CCOCC2)c1	4%	nt	?	nt	nt	-5%
CC(C)CCNC(=O)c1sc2ccc(S(=O)(=O)N3CCCCC3)cc2c1N	-2%	2%	13µM*	8	1	0%
Cc1nc2ccccn2c1C(=O)CSc1ccccc1Cl	-14%	-1%	?	12	-17	?
Cc1ccc(S(=O)(=O)CCSc2n[nH]c(=O)n2-c2ccc3c(c2)OCCO3)cc1	?	-12%	9%	1	15	19%
Cc1ccc(N2C(=O)CS(=O)C(c3ccccc3)C2=O)cc1C (configuration not stated)	1.1µM*	-3%	?	28*	65*	-11%
CCc1ccc2ncc(S(=O)(=O)c3ccc(C)c(C)c3)c(N3CCCC3)c2c1	0%	-7%	23%	-1	-8	0%
O=c1c2ccccc2nc(/C=C/c2ccc3c(c2)OCO3)n1-c1cccc(O)c1	-6%	1%	?	1	-5	?
COc1cc(C(=O)Nc2ccc(S(=O)(=O)Nc3nccc(C)n3)cc2)c([N+](=O)[O-])cc1OC	4%	5%	3%	-3	-5	?
CCOC(=O)N1CCc2c(sc3c2C(=O)NC(c2ccccc2)N3)C1 (configuration not stated)	-32%	?	-3%	-1	-4	-50%
COc1ccc(S(=O)(=O)N2CCCCC2)cc1NS(=O)(=O)c1ccccc1F	-7%	4%	-11%	-1	-14	9%
CCCCCN(C(=O)CCC(=O)OCC(=O)c1ccc(F)c(F)c1)c1c(N)n(CCCC)c(=O)[nH]c1=O	3%	nt	?	nt	nt	5%
COc1ccc(Cl)cc1S(=O)(=O)N1CCC(C(=O)NCc2ccco2)CC1	?	2%	?	1	-16	-17%
Cn1cnc(S(=O)(=O)Nc2cc(-c3ccc(Cl)cc3)nn2C)c1	0%	6%	5%	1	-4	41%[activator]
CC(C)/C=N/NC(=O)c1cc(Br)ccc1O	4%	15%	13%	9	31	28%
O=C(CN(C1CCCCC1)S(=O)(=O)c1ccc(F)cc1)NCc1ccncc1	4%	0%	?	0	-22	21%
NC1(c2ccccc2Cl)CCCCC1=O (configuration not stated)	nt	-4%	nt	4	-7	nt
COc1ccc(-n2c(-c3ccco3)nc3ccccc3c2=O)cc1	0%	-1%	?	-4	24	19%
Cc1ccc(NC2=C(Cl)C(=O)N(C3CCCCC3)C2=O)cc1	-4%	4%	-9%	0	-6	-2%
O=C(Nc1cc2c3c(c1)CC(=O)N3CCC2)c1ccc(F)cc1	-3%	nt	-10%	nt	nt	17%
Cc1ccc(/C=C2\C(=O)NC(=O)N(CC3CCCO3)C2=O)s1 (configuration not stated)	-18%	-2%	11%	11	52	30%[activator]
CCn1cc(S(=O)(=O)Nc2ncccn2)cn1	-2%	nt	4%	-3	-16	5%
O=C(Nc1ccc(N2CCCC2)c(Cl)c1)c1ccc([N+](=O)[O-])o1	?	?	?	90*	+	?
Cc1cc(O)c(C(=O)/C=C/c2ccc(C(C)C)cc2)c(=O)o1	-12%	14%	17%	53*	66*	-11%
Cc1cccc(C)c1NCC(=O)N1CCN(Cc2ccccc2)CC1	1%	-2%	-13%	-5	-10	-12%
O=C(COC(=O)c1ccc(O)cc1)Nc1ccc(N2CCCCC2)cc1	-6%	-4%	nt	-3	-8	8%
Cc1cnc(C(=O)OCC(=O)c2ccc(Cl)cc2)cn1	-17%	-17%	0%	1	-7	38%[activator]
COc1ccc([C@H]2CC(=O)C=C(c3cccc(C(C)C)c3)C2)cc1OC	-2%	nt	?	nt	nt	?
O=C(Nc1cccnc1)c1ccc2c(c1)C(=O)N(CC1CCCO1)C2=O (configuration not stated)	-1%	-1%	10%	1	-1	-5%
CC1CCCCC1NS(=O)(=O)c1ccc(S(=O)(=O)NCc2ccncc2)cc1 (configuration not stated)	-12%	-10%	15µM*	6	-6	?
CC(Sc1nnc2c(n1)[nH]c1ccccc12)C(=O)NC1CCCCC1 (configuration not stated)	-8%	nt	9.3µM*	-3	2	-12%
COc1ccccc1-c1cc(N)n(S(=O)(=O)c2ccc(F)c(C)c2)n1	13%	-1%	-28%	1	15	?
Cc1ccc(-n2nc3c(c2NC(=O)c2ccc(Br)o2)CSC3)c(C)c1	?	3%	?	1	-5	-6%
Cc1cc(-c2csc(NC(=O)c3ccc(=O)[nH]c3)n2)c(C)n1Cc1ccco1	45µM*	?	-1%	1	10	?
CCCNC(=O)c1ccccc1SCc1c(C)noc1C	-16%	nt	2%	-2	-14	?
COc1cc(SC)ccc1C(=O)N(Cc1ccccc1)c1ccccc1	0%	nt	?	0	-15	?
CCOC(=O)c1nc(C)c(C(C)=O)s1	8%	-2%	11%	-4	-10	21%
CC(OC(=O)CC1CCCCC1)C(=O)Nc1cccc(C#N)c1 (configuration not stated)	0%	nt	?	nt	nt	8%
O=S(=O)(NC1CCCCCCC1)c1cccs1	-12%	-7%	?	-5	-2	49%[activator]
OC(CN1CCOCC1)(c1ccccc1)c1ccccn1 (configuration not stated)	-1%	4%	17%	3	-2	3%
COC(=O)[C@]1(Cc2ccccc2)N[C@H](c2ccc(-c3ccc(F)cc3)cc2)[C@@H]2C(=O)N(C)C(=O)[C@@H]21	?	nt	?	nt	nt	13µM*
O=C(NCc1ccco1)C1OCCc2ccccc21 (configuration not stated)	22µM*	-9%	9%	9	-8	29%
O=C(Nc1nnc(-c2ccccc2)s1)c1ccc(F)cc1	-1%	3%	93%[activator]	9	34	-7%
CC(=O)N1CCC(=NNS(=O)(=O)c2ccc(C)c([N+](=O)[O-])c2)CC1	-15%	3%	nt	-4	-6	-5%
CCOc1ccc(S(=O)(=O)N(CC(=O)NCc2cccnc2)c2ccc(C)cc2)cc1	-14%	4%	-12%	-7	-7	-1%
CCOc1ccccc1C(=O)NCc1ccc2c(c1)OCO2	0%	0%	-19%	-1	-5	nt
CCc1c(C)nc2ncnn2c1Nc1ccc(C)c(C)c1	-22%	-12%	?	-1	-7	0%
Cc1nn(CC(=O)Nc2ccc(C(=O)N(C)C)cc2)c(=O)c2ccccc12	4%	-4%	6%	-4	-28	9%
CNS(=O)(=O)c1ccc(NC(=O)c2cncc(Br)c2)cc1	9%	-1%	-16%[5.75 µM]	-4	-5	1%
COc1ccc(CN2CC(C(=O)NCCc3ccc(C)cc3)CC2=O)cc1 (configuration not stated)	34%	6%	-2%	3	-16	-2%
Cc1cc(C)c(NC(=O)/C(=C/c2ccccc2)c2ccccc2)c(C)c1	-19%	6%	4.1µM*	-3	-8	14%
O=C(NC(=S)NCc1ccco1)c1ccc(Br)cc1	50µM*	?	31%[activator]	19	24	17%

(listing goes on)
SMILES	Sm TGR block	FBPA Giardia inh	Pf growth 48h	Cycloheximide cs	Shiga toxin inh	Pf growth 96h
O=C(OCc1ccc(C(=O)c2ccccc2)cc1)c1cccc(-c2nnc(-c3ccccc3)o2)c1	7%	5%	34%[activator]	22*	64*	167%[activator]
CN1CCN(S(=O)(=O)c2ccc(N(C)Cc3cccs3)nc2)CC1	-22%[11.4 µM]	4%	nt	-2	-11	?
CCC(C)NC(=O)c1nn(Cc2ccccc2)c(=O)c2ccccc12 (configuration not stated)	-10%	1%	?	-6	-11	?
COc1cc(C=NCC2OCCc3ccccc32)cc(OC)c1 (configuration not stated)	8%	5%	8%	-2	-11	9.3µM*
OC(CNCc1ccc(Cl)cc1)(c1ccccc1)c1ccc(F)cc1 (configuration not stated)	12%	3%	13µM*	1	-15	?
O=S(=O)(NCc1ccc(Cl)cc1Cl)c1cccs1	3%	2%	43%[activator]	14*	nt	?
Cc1cccc(NC(=O)c2cc(-c3c(C)cc(C)cc3O)n[nH]2)c1	-1%	7%	0%	28	51*	15µM*
COc1ccc(CCNC(=O)CCN2C(=O)C3CC=CCC3C2=O)cc1OC (configuration not stated)	-8%	2%	-13%	-4	14	104%[activator]
Cc1cccc(N(CC(=O)NC2CCCCC2)C(=O)CCCC(=O)Nc2ccccn2)c1C	-2%	1%	-25%	1	1	0%
O=S1(=O)C2CC3CCC2(CN1Cc1ccccc1)O3 (configuration not stated)	nt	8%	nt	7	15	nt
Fc1ccc(-n2nnc(-c3ccccc3Br)n2)cc1	7%	-16%	3%	3	-2	?
CCCc1cc(-c2[nH]ncc2-c2ccc3c(c2)OCCCO3)c(O)cc1OC	32%	-19%	3.7µM*	-2	-33	nt
FC(F)(F)c1cccc(Cc2noc(CN(Cc3ccccn3)CC3CCCO3)n2)c1 (configuration not stated)	-15%	2%	?	-1	-4	?
CC1=CC(C)(C)N2C(=O)C(=Nc3ccc(O)cc3)c3cccc1c32	10µM*	13µM*	?	-1	46*	?
O=C(N/N=C\c1ccc(CN(Cc2ccc(Cl)cc2)S(=O)(=O)c2ccccc2)o1)C(=O)Nc1ccc(F)cc1	?	0%	nt	19	20	-4%
O=C1CCC(C(=O)N2CCN(c3ccc(F)cc3)CC2)CN1CC1CCCCC1 (configuration not stated)	-2%	-1%	1%	-1	-8	-9%
CCN(CC)CCn1c2ccccc2c2cnc(N)c(C#N)c21	-10%	-2%	2.6µM*	-4	-8	2.6µM*
Cc1ccc(OCCn2c(C3CC(=O)N(Cc4ccccc4)C3)nc3ccccc32)cc1 (configuration not stated)	2%	-11%	?	-7	14	?

Seven entries picked at random from the list so far, as already listed:
SMILES	Sm TGR block	FBPA Giardia inh	Pf growth 48h	Cycloheximide cs	Shiga toxin inh	Pf growth 96h
Cn1cnc(S(=O)(=O)Nc2cc(-c3ccc(Cl)cc3)nn2C)c1	0%	6%	5%	1	-4	41%[activator]
COc1ccc(CCNC(=O)CCN2C(=O)C3CC=CCC3C2=O)cc1OC (configuration not stated)	-8%	2%	-13%	-4	14	104%[activator]
O=C(Nc1ccc(N2CCCC2)c(Cl)c1)c1ccc([N+](=O)[O-])o1	?	?	?	90*	+	?
FC(F)(F)c1cccc(Cc2noc(CN(Cc3ccccn3)CC3CCCO3)n2)c1 (configuration not stated)	-15%	2%	?	-1	-4	?
O=C(Nc1cccnc1)c1ccc2c(c1)C(=O)N(CC1CCCO1)C2=O (configuration not stated)	-1%	-1%	10%	1	-1	-5%
Cc1nc2ccccn2c1C(=O)CSc1ccccc1Cl	-14%	-1%	?	12	-17	?
CC(C)CCNC(=O)c1sc2ccc(S(=O)(=O)N3CCCCC3)cc2c1N	-2%	2%	13µM*	8	1	0%
